Compound activity from PubChem BioAssay.
M1 ag: human M1 muscarinic receptor agonists, primary screen, Fluo-8 calcium fluorescence, CHO-K1 cells, HTS; Muscarinic acetylcholine receptor M1 (Homo sapiens), P11229; CHO-K1 hM1, agonist mode; 0% DMSO, 100% acetylcholine EC100; activation, % at 3 µM; hit rate 0.33% among 360,000;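 active = activation above the run's mean compound activation plus 3 SD, cut at about 16% in these data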;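 also: peak over basal fluorescence ratio within a 140 s kinetic read after compound addition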
V1R ag counter: agonists of human V1a receptor, primary screen, counter-screen for OXTR agonist project, fluorescence, CHO-V1R cells; AID 2797, 2010; hit rate 0.25% among 320,000; Fluo-8 calcium fluorescence, agonist mode; 0% DMSO, 100% 3 nM vasopressin; Vasopressin V1a receptor (Homo sapiens), P37288; activation, % at 3 µM;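 active = activation above the mean activation of all tested compounds plus 3 SD, per screening run, cut at about 20% in these data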;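 also: signal is peak over basal fluorescence ratio across a 100 second FLIPR read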
CHO parental Ca: ATP-evoked calcium signal inhibitors, parental CHO, primary screen, counter-screen for OX1R antagonist project, cell-based, fluorescence, Fluo-8 calcium dye; parental CHO-K1, ATP-induced calcium, Fluo-8 fluorescence; inhibition, % at 5.6 µM; hit rate 0.63% among 330,000; AID 463079, 2010;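 active = inhibition above that plate's mean sample inhibition plus 3 SD, cut at about 26% in these data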;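 also: 0% = ATP-challenged DMSO wells and 100% = DMSO wells without ATP; some compounds past the cut are filed as inactive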
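material = parental CHO cells | also added = ATP as calcium-mobilizing challenge | dosing = single point at 5.6 µM | detection = intracellular calcium via Fluo-8 no-wash fluorescent dye | read-out = % inhibition | benchmarks = low control ATP plus DMSO, high control DMSO only | repeats = one well per compound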
TAAR1 agonist: human TAAR1 agonists, primary screen, Fluo-8 calcium fluorescence, CHO RD-HGA16 cells; hit rate 0.99% among 360,000; vehicle wells 0%, saturating PEA agonist 100%; Trace amine-associated receptor 1 (Homo sapiens), Q96RJ0; activation, % at 3 µM; AID 624467, 2012;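 active = activation above the mean activation of all test compounds in the run plus 3 SD, cut at about 38% in these data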
Target sequence (Q96RJ0 whole entry, looked up): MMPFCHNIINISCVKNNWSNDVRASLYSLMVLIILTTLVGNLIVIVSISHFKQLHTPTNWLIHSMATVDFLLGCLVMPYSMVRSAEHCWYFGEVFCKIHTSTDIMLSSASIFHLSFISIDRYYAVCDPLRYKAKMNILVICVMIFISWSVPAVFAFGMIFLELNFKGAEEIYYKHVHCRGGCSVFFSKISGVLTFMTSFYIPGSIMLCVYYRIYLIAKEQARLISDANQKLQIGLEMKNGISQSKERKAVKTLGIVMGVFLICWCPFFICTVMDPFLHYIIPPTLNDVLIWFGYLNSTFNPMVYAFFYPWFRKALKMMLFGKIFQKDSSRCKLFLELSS
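Test system: RD-HGA16 (CHO) cells co-expressing Gα16 and hTAAR1; dosing: one-point dosing at 3 µM (nominal); timing: 17-24 h seeding, 75 min 37 °C dye, 30 min RT; signal: kinetic Fluo-8 calcium fluorescence; read-out basis: % activation relative to PEA EC100 response; controls: DMSO and PEA EC100; replicates: n 1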
M1 PAM parental: nonselective calcium activators in parental CHO-K1 cells, primary screen, counter-screen for M1 PAM project, cell-based, Fluo-8 calcium fluorescence, full deck, 1536-well; ATP EC20; 0% at ATP EC20, 100% at ATP max; activation, % at 3 µM; hit rate 0.02% among 360,000; AID 602247, 2012;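 active = activation above the run cutoff, the mean activation of all test compounds plus 3 SD, cut at about 40% in these data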;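 also: peak over basal fluorescence ratio in a 140 s read after ATP addition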
OXTR potentiator: human OXTR potentiators, primary screen, fluorescence, CHO-OTR cells, Fluo-8 calcium; AID 2445, 2010; Fluo-8 calcium fluorescence, potentiator mode; 0% = oxytocin EC15, 100% = EC100; hit rate 0.061% among 320,000; activation, % at 3 µM; Oxytocin receptor (Homo sapiens), P30559;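 active = activation above that plate's cutoff, the mean activation of tested compounds plus 3 SD, cut at about 6.6% in these data, passing the limit was not always enough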;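 also: 100% uses oxytocin at 75 nM as the full agonist control; some results filed as inactive read as strong as hits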
Target sequence (P30559 whole entry, looked up): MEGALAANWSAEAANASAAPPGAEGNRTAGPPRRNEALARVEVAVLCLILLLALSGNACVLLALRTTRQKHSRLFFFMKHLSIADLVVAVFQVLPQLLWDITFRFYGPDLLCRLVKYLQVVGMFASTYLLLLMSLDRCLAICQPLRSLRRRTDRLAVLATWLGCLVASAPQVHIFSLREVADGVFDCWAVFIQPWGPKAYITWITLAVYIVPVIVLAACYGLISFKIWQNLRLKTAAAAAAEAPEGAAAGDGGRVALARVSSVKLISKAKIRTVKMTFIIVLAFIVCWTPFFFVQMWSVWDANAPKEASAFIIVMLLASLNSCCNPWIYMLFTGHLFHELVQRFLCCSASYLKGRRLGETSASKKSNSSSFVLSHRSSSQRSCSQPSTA
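Material: human OTR in CHO cells. Compound: 3.0 µM, one dose. Timing: compound 6 min at room temperature before oxytocin, 100 s read. Evaluation: % activation of max/min ratio relative to oxytocin controls. Replication: single well per compound, singlicate. Signal: Fluo-8 calcium dye fluorescence.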
CHO-K1 Ca ag: counter-screen for M1 agonists: effect in parental CHO-K1 cells | AID 602248, 2012 | activation, % at 3 µM | hit rate 0.48% among 360,000 | Fluo-8 calcium fluorescence; scaled to maximal ATP response, vehicle zero; in the data active = activation above about 15%;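 also: untransfected CHO-K1 host cells lacking M1 receptor as counterscreen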
CHO-K1 Ca antag: M1 antagonist counterscreen hit in parental CHO-K1 cells. ATP-induced calcium, Fluo-8 fluorescence. inhibition, % at 3 µM. hit rate 0.6% among 360,000. AID 602250;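 active = inhibition above a per-plate cutoff, the plate's mean sample inhibition plus 3 SD, cut at about 24% in these data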;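 also: 0% = DMSO plus EC80 ATP and 100% = DMSO alone without ATP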
TAAR1 antag: human TAAR1 antagonists, primary screen, Fluo-8 calcium fluorescence, CHO RD-HGA16 cells. Trace amine-associated receptor 1 (Homo sapiens), Q96RJ0. antagonist. inhibition, % at 3 µM. hit rate 1.5% among 360,000. AID 624466, 2012;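 active = inhibition above a per-plate cutoff, the mean inhibition of test compounds on that plate plus 3 SD, cut at about 49% in these data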;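 also: 0% = DMSO plus EC80 beta-PEA response and 100% = DMSO alone without agonist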
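Assay system: CHO-derived RD-HGA16 cells stably expressing human TAAR1 plus Gα16. Timing: 140 s kinetic read after compound, 140 s after agonist. Technique: kinetic Fluo-8 calcium fluorescence measurement. Measure: % inhibition of agonist calcium response.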
* marks the source's active call; other numbers are inactive results; · = no result given.

nr	mol	M1 ag	V1R ag counter	CHO parental Ca	TAAR1 agonist	M1 PAM parental
1	Cc1cc(C)c(N(C(=O)Cn2nnc3ccccc32)C(C(=O)NC(C)(C)C)c2ccsc2)c(C)c1 (stereo unspecified)	-5	-0.5	-21	18	21
2	Cc1nn(-c2ccccc2)c(Cl)c1C(=O)OC(C)C(=O)Nc1ccc2c(c1)OCO2 (stereo unspecified)	-1	-0.4	-18	8	17
3	CS(=O)(=O)N(CC(=O)N1CCc2ccccc2C1)c1ccccc1F	-7	0.6	-15	4	16
4	CCc1cccc2c(C(=O)CSc3nncn3-c3ccccc3OC)c[nH]c12	5	-0.1	-13	0	3
5	CCN(CC)S(=O)(=O)c1ccc(N2CCOCC2)c(NS(=O)(=O)c2ccc(Cl)s2)c1	-3	·	·	2	10
6	C[C@@H]1CC=C[C@H]2[C@H]1C(=O)N(Cc1ccccc1)[C@H]2c1ccc(F)c(-c2ccc(N(C)C)cc2)c1	-3	-0.3	-34	-1	18
7	CCOC(=O)N1CCC(NC(=O)C(Cc2ccccc2)NC(=O)c2ccco2)CC1 (stereo unspecified)	-2	-0.3	-13	0	12
8	CC(=O)c1ccc(S(=O)(=O)Nc2ccc(-n3c(C)nc4ccccc4c3=O)cc2)cc1	2	6.4	5	3	12
9	CCOc1ccc(NC(=O)CN(c2ccc(OC)cc2)S(=O)(=O)c2cccs2)cc1	-4	-0.7	-21	1	3
10	Cc1ccc(CNC(=O)C2CCN(S(=O)(=O)N3CCC4(CC3)OCCO4)CC2)cc1	-1	2.2	-1	-1	26
11	Cc1noc(C)c1C(=O)OCC(=O)/C=C1/N(C)c2ccccc2C1(C)C	-3	·	·	4	20
12	O=C(/C=C/c1ccco1)NC(=S)Nc1nc(-c2ccc3ccccc3c2)cs1	-11	1.3	1	0	18
13	O=C(Nc1cccc2ccccc12)c1ccc(Cn2cc(Cl)cn2)cc1	0	6.1	-7	8	14
14	CCN1CCN(c2ncc(C(=O)Nc3ccccc3C(=O)OC)c3ccccc23)CC1	-7	2.7	-22	9	7
15	CC(CC(=O)Nc1ccccc1)n1ccnc1 (stereo unspecified)	-5	-0.9	13	7	-17

nr	OXTR potentiator	CHO-K1 Ca ag	CHO-K1 Ca antag	TAAR1 antag
1	-4	3.7	-17	-13
2	-7	0.5	-11	7
3	-8	2.0	-5	-12
4	-6	0.9	3	16
5	·	1.4	-6	-12
6	-6	-0.1	-15	-1
7	2	0.8	4	5
8	-6	1.9	-6	-17
9	-6	-0.2	-11	27
10	-5	0.7	-17	2
11	·	1.4	-15	5
12	-2	0.2	-5	-10
13	-12	4.4	-9	4
14	-1	1.9	8	-5
15	-10	0.1	14	6

(list continues)
nr	mol	M1 ag	V1R ag counter	CHO parental Ca	TAAR1 agonist	M1 PAM parental
16	C=CCN1C(=O)C(C)(C)N(C(C)=O)c2ccccc21	-11	0.7	-4	5	15
17	CCOC(=O)c1c(C)[nH]c(C)c1S(=O)(=O)N(C)CC(=O)N1CCN(c2ccc(OC)cc2)CC1	-4	1.7	-18	-1	4
18	CCCn1c2ccccc2c2cnn(CC(=O)NCCN(CC)CC)c(=O)c21	-8	0.1	-17	-1	10
19	COc1cccc(N=c2oc3c(C)ncc(CO)c3cc2C(N)=O)c1	1	-0.9	-19	8	9
20	CCOc1ccc(/C=N/NC(=S)Nc2c(C)cccc2C)cc1	-4	-1.0	-15	8	7
21	CC(C)c1ccc(NC(=S)N2CCCC(c3ccc(F)cc3)=N2)cc1	-3	0.7	-17	-1	17
22	N#CC1=C(N)NC(=S)C(C(N)=O)C1c1ccccc1F (stereo unspecified)	-2	1.2	-14	6	-23
23	Cc1noc(C)c1NC(=O)Nc1ccc2c(c1)C(=O)N([C@H](C)CO)C[C@H](C)[C@@H](CN(C)C(=O)Nc1ccc(C(F)(F)F)cc1)O2	-2	0.9	-19	1	28
24	O=C(O)CCC(=O)NNc1nc(-c2ccccc2)c2cc(Cl)ccc2n1	-6	-0.2	5	1	-1
25	CC(=O)CCc1c[nH]c2c(C(=O)O)cccc12	-1	0.9	-1	3	12
26	c1ccc2nc3c(cc2c1)CCCCCC3	-5	-0.7	-6	11	3
27	CCCC1NC(=O)c2cccnc2-n2c1nc1ccc(OC)cc1c2=O (stereo unspecified)	-2	·	·	1	13
28	COc1ccc(NC(=S)Nc2ccc(OCc3ccccc3)cc2)c(OC)c1	-8	0.3	-19	1	21
29	COc1cc(NC(=O)c2cc(C)no2)c(OC)cc1Cl	-3	-0.9	-1	-1	-14
30	Cc1ccnc(NS(=O)(=O)c2ccc(N3C(=O)C4CCCCC4C3=O)cc2)n1 (stereo unspecified)	-2	0.2	1	3	-18

nr	OXTR potentiator	CHO-K1 Ca ag	CHO-K1 Ca antag	TAAR1 antag
16	-1	0.6	2	1
17	-2	0.0	6	-12
18	-16	-1.1	13	-11
19	-15	-0.4	10	15
20	-6	0.0	1	19
21	1	0.5	-10	-12
22	-14	-0.5	2	-18
23	-5	0.5	-20	-13
24	-19	-0.3	1	-14
25	0	0.3	-6	-6
26	-8	-0.4	-3	4
27	·	0.2	-1	-9
28	-3	0.4	-1	5
29	6	0.0	2	0
30	-7	-0.2	-8	-11

A few values from the list:
#10 in V1R ag counter has 2.2
#27 in CHO-K1 Ca ag has 0.2
#18 in M1 ag has -8

(list continues)
nr	mol	M1 ag	V1R ag counter	CHO parental Ca	TAAR1 agonist	M1 PAM parental
31	OCCC1CN(Cc2nc3ccccc3[nH]2)CCN1C1CCCC1 (stereo unspecified)	-7	0.9	-4	2	18
32	O=C(c1ccco1)N1CCN(Cc2cccc(C(F)(F)F)c2)CC1	-7	1.1	-5	-1	19
33	OC1(c2ccc(F)cc2)CCN(Cc2cccnc2)CC1	12	-0.7	4	11	9
34	CC(NC(N)=O)C(=O)OCC(=O)c1ccc(-c2ccccc2)cc1 (stereo unspecified)	-4	1.8	0	1	-1
35	Cc1ccc(OCCNC(=O)c2ccc(C)o2)cc1	-4	0.5	-7	4	-12
36	CCN(CC(=O)NCc1ccc(F)cc1)C(=O)c1ccc(COc2ccccc2)cc1	-5	6.7	6	6	11
37	CCCOc1ccc(CNC(=O)Cn2ncc3ccccc32)cc1	-1	-0.4	-19	-1	12
38	COc1ccccc1-n1c(SCC(=O)NC2CCS(=O)(=O)C2)nc2cc([N+](=O)[O-])ccc21 (stereo unspecified)	-6	0.1	-10	4	27
39	CCOc1ccc(Cl)cc1-c1cc(C(=O)NCC2CCCCC2)[nH]n1	-8	·	·	2	3
40	COc1ccc(NC(=O)CSc2nc3c(c(=O)n2-c2ccc(F)cc2)SCC3)c(OC)c1	-8	-1.4	-21	6	3
41	CC(C)(C)c1ccc(/C=C/C(=O)c2ccc(NC3=NCCCS3)cc2)cc1	-12	0.7	-17	4	20
42	COC(=O)CN(c1ccc(OC)c(OC)c1)S(C)(=O)=O	-5	-0.3	-6	0	23
43	Cc1cccc(NC(=O)CSCC(=O)Nc2ccccc2N2CCCCC2)c1	-1	-0.5	-32	-1	12
44	CCc1ccc(-n2c(Cn3nc(C(F)(F)F)cc3C)n[nH]c2=S)cc1	-5	0.7	-7	5	14
45	COc1ccccc1/C=N/N1CCN(c2ccc(Cl)cc2)CC1	-2	0.1	-21	5	1

nr	OXTR potentiator	CHO-K1 Ca ag	CHO-K1 Ca antag	TAAR1 antag
31	3	2.3	-16	-27
32	-2	1.4	-4	-2
33	-13	0.6	-11	-9
34	-9	0.6	-12	-11
35	-2	-0.7	5	-32
36	-13	8.2	-12	12
37	1	1.1	-16	-16
38	-5	-0.1	-6	0
39	·	0.2	-4	-2
40	-2	-1.1	-11	-11
41	-8	1.9	-6	3
42	-4	0.3	-15	-14
43	-13	-0.1	-10	24
44	-5	6.2	-1	10
45	-18	0.6	0	-28

Structures from the list above containing a thiophene ring, fused or not:
nr	mol	M1 ag	V1R ag counter	CHO parental Ca	TAAR1 agonist	M1 PAM parental
1	Cc1cc(C)c(N(C(=O)Cn2nnc3ccccc32)C(C(=O)NC(C)(C)C)c2ccsc2)c(C)c1 (stereo unspecified)	-5	-0.5	-21	18	21
5	CCN(CC)S(=O)(=O)c1ccc(N2CCOCC2)c(NS(=O)(=O)c2ccc(Cl)s2)c1	-3	·	·	2	10
9	CCOc1ccc(NC(=O)CN(c2ccc(OC)cc2)S(=O)(=O)c2cccs2)cc1	-4	-0.7	-21	1	3

nr	OXTR potentiator	CHO-K1 Ca ag	CHO-K1 Ca antag	TAAR1 antag
1	-4	3.7	-17	-13
5	·	1.4	-6	-12
9	-6	-0.2	-11	27

(cont.)
nr	mol	M1 ag	V1R ag counter	CHO parental Ca	TAAR1 agonist	M1 PAM parental
46	CCC(=O)NNC(=O)CCC(=O)Nc1cccc(Cl)c1C	-4	0.6	-6	9	-10
47	CCOc1ccc(NC(=O)c2ccc(NC(=O)c3ccc(NC(N)=O)cc3)cc2)cc1	-3	0.9	-12	1	-4
48	CC(=O)N1CCN(C(=O)COc2ccccc2C(=O)Nc2ccccc2)CC1	-3	0.8	4	4	0
49	CC1(C)Cc2c(sc3[nH]c(=S)n(Cc4ccco4)c(=O)c23)CO1	-2	-1.2	-10	0	11
50	CCOc1ccccc1NC(=O)COC(=O)CC(NC(N)=O)c1ccc(Cl)cc1 (stereo unspecified)	0	0.9	-13	2	9
51	C/C(=N\N=C(N)N)c1ccc(C)c(C)c1	-3	1.4	-13	8	3

nr	OXTR potentiator	CHO-K1 Ca ag	CHO-K1 Ca antag	TAAR1 antag
46	-15	-0.3	4	0
47	-6	0.1	-3	-22
48	3	2.7	-12	-2
49	4	0.9	-26	-5
50	0	1.1	-9	-22
51	-7	0.6	-13	-8

Reformatted with values under each structure: two of the compounds above.
Values run as follows: M1 ag	V1R ag counter	CHO parental Ca	TAAR1 agonist	M1 PAM parental	OXTR potentiator	CHO-K1 Ca ag	CHO-K1 Ca antag	TAAR1 antag
#51 C/C(=N\N=C(N)N)c1ccc(C)c(C)c1
  -3	1.4	-13	8	3	-7	0.6	-13	-8
#49 CC1(C)Cc2c(sc3[nH]c(=S)n(Cc4ccco4)c(=O)c23)CO1
  -2	-1.2	-10	0	11	4	0.9	-26	-5
